Source: PubChem BioAssay (Sanford-Burnham Center for Chemical Genomics)
MIN6 prolif: MIN6 beta-cell proliferation induction | MIN6 cells proliferation, ATPlite luminescence, 48 h; cells starved in 0.2% serum; 100% = growth in 10% serum | proliferation, % at 10 µM | hit rate 0.29% among 330,000 | AID 2380;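 active = compounds whose signal lies at least 3.5 SD above the mean of all wells on their plate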;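 note: 0% = DMSO-treated cells in low-serum medium and 100% = 10% serum control; some compounds called inactive have numbers as strong as hits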
MPTP block: inhibitors of mitochondrial permeability transition pore | isolated mouse mitochondria, Ca2+ swelling absorbance, 30 min | inhibition, % at 10 µM | hit rate 1.4% among 360,000 | AID 602449;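 active = inhibition of 50% or more, scaled per plate between neutral and stimulator controls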;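 note: 0% = DMSO wells given calcium and 100% = 1 mM EGTA wells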
mIAP block: blocks mouse intestinal alkaline phosphatase. hit rate 0.2% among 330,000. purified mouse IAP, CDP-Star luminescence, 30 min. inhibition, % at 10 µM;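 active = inhibition of at least 40% at 10 µM in the primary screen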;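 note: plate controls were DMSO with enzyme for no effect and no enzyme wells for full effect; values of inactives mirror those of a sister screen read the other way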
hIAP block: blocks human intestinal alkaline phosphatase. P09923. purified IAP, CDP-Star luminescence, 30 min. inhibition, % at 10 µM. hit rate 0.12% among 330,000. AID 2544;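 active = inhibition reaching a set limit with compound at 10 µM in the primary screen, cut at about 35% in these data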;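 note: plate controls were DMSO wells with enzyme for no effect and no-enzyme buffer wells for full effect; values of inactives mirror those of a sister screen read the other way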
mIAP act: mouse IAP activation | muIAP, CDP-Star luminescence, 30 min; stronger effect = higher value; 1 = vehicle-only enzyme signal, 0 = enzyme-free wells | activation factor at 10 µM | hit rate 0.24% among 330,000;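 active = activation factor of at least 2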; note: the source names both 10 and 20 µM as test concentration; values of inactives mirror those of a sister screen read the other way
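Assay system: mouse IAP enzyme; reagent: chemiluminescent substrate CDP-Star; dosing: test compounds delivered from DMSO solution; schedule: 30 min at room temperature; measured by: luminescence from enzymatic CDP-Star hydrolysis; controls: DMSO-only wells and no-enzyme negative control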
APOBEC3G inh: inhibitors of human APOBEC3G DNA deaminase | AID 493012 | recombinant A3G, ssDNA deamination FAM/TAMRA fluorescence | hit rate 0.28% among 330,000 | Q9HC16 | inhibition, % at 20 µM;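 active = inhibition of at least 40% at 20 µM, with no more than 30% in the related APOBEC3A deaminase screen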;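 note: plate controls were DMSO wells with A3G for no effect and wells lacking A3G enzyme for full effect; some compounds called inactive have numbers as strong as hits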
Target sequence (Q9HC16 whole entry, looked up): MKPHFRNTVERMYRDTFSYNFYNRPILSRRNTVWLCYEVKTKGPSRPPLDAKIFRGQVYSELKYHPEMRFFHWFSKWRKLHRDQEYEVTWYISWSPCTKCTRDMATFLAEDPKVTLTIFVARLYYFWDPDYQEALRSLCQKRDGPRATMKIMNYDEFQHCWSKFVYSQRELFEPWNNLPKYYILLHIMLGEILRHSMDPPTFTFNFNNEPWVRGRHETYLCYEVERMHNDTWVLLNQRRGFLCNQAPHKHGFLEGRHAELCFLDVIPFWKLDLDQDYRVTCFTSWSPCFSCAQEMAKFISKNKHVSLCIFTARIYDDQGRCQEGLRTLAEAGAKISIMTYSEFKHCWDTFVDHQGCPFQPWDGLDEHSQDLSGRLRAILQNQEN
APOBEC3A inh: human APOBEC3A DNA deaminase inhibition; P31941; AID 493011; inhibition, % at 20 µM; recombinant A3A, FAM/TAMRA ssDNA deamination fluorescence; hit rate 0.41% among 330,000;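 active = at least 40% inhibition at 20 µM here, with at most 30% in a related deaminase screen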;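 note: plate controls were A3A with DMSO for no effect and wells lacking A3A enzyme for full effect; some results filed as inactive read as strong as hits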
Target sequence (P31941 whole entry, looked up): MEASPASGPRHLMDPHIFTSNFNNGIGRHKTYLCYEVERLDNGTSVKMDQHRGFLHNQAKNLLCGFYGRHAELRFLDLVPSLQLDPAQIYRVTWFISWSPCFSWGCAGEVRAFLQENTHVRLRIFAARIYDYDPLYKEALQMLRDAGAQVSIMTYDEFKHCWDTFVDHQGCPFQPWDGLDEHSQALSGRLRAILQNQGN
ATG4B inh: inhibitors of human ATG4B cysteine protease | ATG4B cleavage of LC3-PLA2, NBD-HPC fluorescence, 1 h | AID 504462 | hit rate 0.51% among 340,000 | inhibition, % at 8.33 µM | Q9Y4P1; in the data active = inhibition above about 40%
Target sequence (Q9Y4P1 whole entry, looked up): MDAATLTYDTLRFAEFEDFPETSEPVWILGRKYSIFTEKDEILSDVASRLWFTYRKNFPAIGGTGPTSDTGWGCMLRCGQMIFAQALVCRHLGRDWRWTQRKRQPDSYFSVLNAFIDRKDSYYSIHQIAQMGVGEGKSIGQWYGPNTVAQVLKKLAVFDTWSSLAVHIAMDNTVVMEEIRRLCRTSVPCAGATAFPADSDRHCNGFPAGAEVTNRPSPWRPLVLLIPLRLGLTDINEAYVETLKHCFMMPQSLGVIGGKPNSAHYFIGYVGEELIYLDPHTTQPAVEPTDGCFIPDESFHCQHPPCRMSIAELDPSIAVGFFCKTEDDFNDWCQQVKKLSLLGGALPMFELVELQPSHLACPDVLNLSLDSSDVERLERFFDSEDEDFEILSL
hIAP activ: increases human intestinal alkaline phosphatase activity. AID 2524. purified human IAP, CDP-Star luminescence, 30 min; stronger effect = higher value; 1 = vehicle-only enzyme, 0 = enzyme-free background. P09923. activation factor at 10 µM. hit rate 0.16% among 330,000;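 active = activation factor of the enzyme at least 2-fold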; note: the source names both 10 and 20 µM as test concentration; values of inactives mirror those of a sister screen read the other way
Starred values were filed as active, the others as inactive; nt = no result given.

SMILES	MIN6 prolif	MPTP block	mIAP block	hIAP block	mIAP act	APOBEC3G inh	APOBEC3A inh	ATG4B inh	hIAP activ
CNC(=O)C(=O)NCC1OCCCN1S(=O)(=O)c1ccc2c(c1)OCCO2 (centres undefined)	0	0.5	-3	4	1	-9	-3	-1	0.96
CC1=NN(c2ccc(F)cc2)C(=O)C1C(c1cccc(O)c1)c1c(C)[nH]n(-c2ccc(F)cc2)c1=O (centres undefined)	-3	3.1	4	5	0.96	-3	-3	-1	0.95
COc1cc(OC)nc(NC(=O)CCl)n1	-3	1.3	0	-87	1	-6	-2	-2	1.9
O=C(O)CCc1cccnc1	-3	0.1	-3	-13	1	-5	-1	6	1.1
COCCNC(=O)c1cnn2c(C(F)(F)F)cc(-c3ccc4c(c3)OCO4)nc12	2	0.8	12	21	0.88	-7	0	-1	0.79
COc1ccc(CNC(=O)C2CCC(CNS(=O)(=O)c3cccc4cccnc34)CC2)cc1 (centres undefined)	0	-2.0	-2	-23	1	-3	-2	-8	1.2
CCN(CC)CCC/C(=N\O)C(O)(c1ccccc1)c1ccccc1	-2	0.3	-8	-15	1.1	-5	-5	-14	1.1
C1CCC2(CC1)OCC1(CO2)COC2(CCCCC2)OC1	0	12	-1	10	1	-8	-4	6	0.9
CCc1nc(C)ccc1OCC(=O)NCCCN(C)C	-1	5.1	-1	-6	1	-2	0	-3	1.1
CCOC(=O)C1CCN(S(=O)(=O)c2ccc(C)c(C(=O)NC3CCCCC3)c2)CC1	4	-0.4	7	18	0.93	-1	1	4	0.82
CCCCC(NC(=O)CCc1c(C)c2cc3c4c(oc3c(C)c2oc1=O)CCCC4)C(=O)O (centres undefined)	-5	0.3	-2	-24	1	-2	-1	13	1.2
CCOC(=O)N1CCN(CC(O)COCc2ccc(OC)c(OC)c2)CC1 (centres undefined)	-4	-0.4	-6	-5	1.1	-9	1	4	1.1
O=C(Nc1cccn(Cc2c(Cl)cccc2Cl)c1=O)C1CC1	2	-1.9	7	8	0.93	-7	-2	9	0.92
Cn1cc(C(=O)NCc2ccc(Cl)cc2)c(=O)c2cc(S(=O)(=O)N3CCOCC3)ccc21	-3	-1.6	17	-7	0.83	0	0	7	1.1
Cc1cnn(C(=S)NCc2ccco2)c1	-1	0.6	28	11	0.72	-3	1	-1	0.89
Cc1occc1C(=O)Nc1nccs1	0	0.8	1	-3	0.99	1	3	-10	1
Cc1ccc(C(=O)N/C(=C\c2cn(S(=O)(=O)N(C)C)c3ccccc23)C(=O)NCCCn2ccnc2)cc1	2	0.0	4	-7	0.96	-7	-6	-10	1.1
O=C(Nc1nnc(-c2ccncc2)s1)C1CCCO1 (centres undefined)	-2	-0.8	4	-9	0.96	5	2	2	1.1
CCOC(=O)C1=C(C)OC(N)=C(C#N)C1c1cccs1 (centres undefined)	-1	-1.0	6	5	0.94	-1	-1	-8	0.95
COc1ccc(OC)c(NC(=O)Cn2c(CCC(=O)O)ccc2-c2ccccc2)c1	-1	0.3	7	17	0.93	0	-2	8	0.83
CCOC(=O)Cc1csc(NC(=O)c2c(O)c3c(n(CC(C)C)c2=O)CCCC3)n1	-4	-3.5	2	-18	0.98	-5	-1	-6	1.2
Cc1ccc(NC(=O)Nc2ccc3oc(C)nc3c2)cc1	-1	-2.9	-63	22	1.6	0	-3	-16	0.78
COC(=O)C1CCN(Cc2cc(=O)oc3cc(C)c(Cl)cc23)CC1	2	1.6	2	6	0.98	-10	-5	-6	0.94
CCc1cccc(N(C(=O)c2csnn2)C(C(=O)NC(C)(C)C)c2ccccn2)c1 (centres undefined)	3	0.7	6	14	0.94	0	0	2	0.86
CC(=O)N1CCN(C(=O)c2ccc3oc(CCCc4ccccc4)nc3c2)CC1	-4	-1.4	6	28	0.94	-1	4	3	0.71
Cc1ccc(C)c(OCc2cc(C(=O)N3CCOCC3)no2)c1	7	-0.7	-2	-18	1	-6	-5	3	1.2
Cc1[nH]c2ccccc2c1/C=C/c1nc2ccccc2c(=O)n1-c1cccc([N+](=O)[O-])c1	0	6.1	12	-22	0.88	-9	-4	-16	1.2
CCOC(=O)CSc1nnc(Cc2cc(=O)[nH]c(=O)[nH]2)n1-c1ccc(Cl)cc1	-1	0.1	3	0	0.97	-1	0	1	1
CCCCn1c(N)c(N(CCOC)C(=O)C2CCCN(C(=O)c3ccc(Cl)cc3)C2)c(=O)[nH]c1=O (centres undefined)	1	-0.6	-2	-4	1	-1	31	-9	1
O=C(CN(Cc1ccccc1Cl)C(=O)CNS(=O)(=O)c1ccccc1)NCC1CCCO1 (centres undefined)	0	-2.0	0	-8	1	-6	-3	-2	1.1
CCCN1C=CC(=CC=C(C#N)C#N)C=C1	-1	0.5	30	11	0.7	-6	-1	3	0.89
Cc1c(CN2CCC(CO)(Cc3cccc(C(F)(F)F)c3)CC2)c2ccccc2n1C	-6	-1.5	9	-4	0.91	-8	-4	5	1
CC1Sc2ccc(C(=O)Nc3ccccc3OC(F)F)cc2NC1=O (centres undefined)	-2	-1.4	-3	0	1	-10	16	9	0.99
COc1ccccc1CC(=O)NN1C(=O)NC2(CCC(C)CC2)C1=O (centres undefined)	-1	-0.2	8	-8	0.92	-8	-5	-5	1.1
C=CC[C@@H](CC(=O)NCCO)C(=O)NCCOC(=O)[C@@H](CC=C)Cc1ccc(F)cc1	1	-0.5	-4	-13	1	1	-4	-2	1.1
CCOC(=O)C1CCCN(c2cc(C)nc3cc(-c4ccc(Cl)cc4)nn23)C1 (centres undefined)	-4	1.7	-3	-19	1	-4	-6	-9	1.2
CCOC(=O)c1c(NC(=O)COC(=O)c2cnccn2)sc(C)c1C	1	0.8	1	-19	0.99	-4	-2	2	1.2
CC(=C/C(=O)O)/C(=C\c1ccc(Br)o1)C(=O)O	0	0.9	-8	-8	1.1	-3	2	10	1.1
O=C(COc1ccccc1Cl)NC(=S)Nc1ccc(CN2CCOCC2)cc1	0	1.5	-1	3	1	-7	0	1	0.97
CCCCOc1ccc(C(=O)NNC(=O)c2cnccn2)cc1OC	-2	0.4	18	-90	0.81	-8	-4	-9	1.9

Some of these compounds in order of their number in APOBEC3A inh, rising.
molecule | MPTP block | mIAP block | hIAP block | mIAP act | APOBEC3G inh | APOBEC3A inh | ATG4B inh | hIAP activ
C1CCC2(CC1)OCC1(CO2)COC2(CCCCC2)OC1 | 12 | -1 | 10 | 1 | -8 | -4 | 6 | 0.9
CC1=NN(c2ccc(F)cc2)C(=O)C1C(c1cccc(O)c1)c1c(C)[nH]n(-c2ccc(F)cc2)c1=O (centres undefined) | 3.1 | 4 | 5 | 0.96 | -3 | -3 | -1 | 0.95
CCOC(=O)CSc1nnc(Cc2cc(=O)[nH]c(=O)[nH]2)n1-c1ccc(Cl)cc1 | 0.1 | 3 | 0 | 0.97 | -1 | 0 | 1 | 1

Going on with the list:
SMILES	MIN6 prolif	MPTP block	mIAP block	hIAP block	mIAP act	APOBEC3G inh	APOBEC3A inh	ATG4B inh	hIAP activ
CCOC(=O)c1c(C)[nH]c(C)c1S(=O)(=O)N(C)CC(=O)Nc1ccccc1F	-1	-0.2	11	16	0.89	-3	-2	1	0.84
COC(=O)c1ccc(NC(=O)CSC2=NCCN2)cc1	-1	0.2	20	5	0.8	-7	-1	1	0.95
CC(C(=O)N1CCc2ccccc21)N1CCN(S(=O)(=O)c2cccs2)CC1 (centres undefined)	-2	0.4	0	-15	1	10	1	-9	1.1
Cc1ccc(-n2nnc3c(SCC(=O)NCC4CCCO4)ncnc32)cc1 (centres undefined)	-4	-11	7	1	0.93	-1	-4	-18	0.99
CCCCc1ccc(NC(=S)N2CCC(O)CC2)cc1	4	0.4	5	12	0.95	-6	-6	-4	0.88
CCOC(=O)c1nc(-c2ccccc2)oc1N1CCOCC1	-1	2.4	3	-2	0.97	-4	0	7	1
CN(C)C=Nc1ncc2c3ccccc3n(CCN(C)C)c2c1C#N	3	3.6	1	12	0.99	2	1	2	0.88
CCc1cc2ccc(OC)cc2nc1SCC(=O)NNC(C)=O	1	-1.8	14	-32	0.85	-15	-2	9	1.3
O=C(CNc1cccc(S(=O)(=O)N2CCCC2)c1)Nc1ccc(F)cc1F	2	-1.0	4	18	0.96	-15	-2	1	0.82
CC(=O)N1CCc2cc(Br)cc(S(=O)(=O)CCC(=O)N3CCN(c4ccccn4)CC3)c21	0	-1.2	3	17	0.97	-3	2	9	0.83
COc1ccc(S(=O)(=O)N2CCCCCC2)cc1C(=O)N(C)Cc1cccc(OC)c1OC	2	-0.7	5	6	0.95	-8	-1	-5	0.94
CS(=O)(=O)NCc1csc(-c2ccccc2)n1	-3	1.3	3	8	0.97	-2	0	1	0.92
CCn1nc(NS(=O)(=O)c2ccc(NC(C)=O)cc2)c2cc3ccccc3nc21	-2	0.7	0	28	1	9	4	0	0.72
COc1ccc(Nc2nc(-c3sc(C)nc3C)cs2)cc1	-2	2.1	-6	-16	1.1	-4	-5	-10	1.2
COc1cccc(NC(=O)CNC(=O)Cn2cnc3sc(C)c(C)c3c2=O)c1	-4	-0.4	-1	-4	1	-5	-3	-5	1
CC1(C)Cc2nc3sc4c(=O)n(CC(N)=O)cnc4c3cc2CO1	-3	-3.5	-9	-14	1.1	-2	-1	2	1.1
O=C(Nc1ccc2snnc2c1)N1CCOCC1	-2	-4.7	-3	-2	1	-5	-5	-8	1
COc1cc(C2C(C#N)=C(N)Oc3c2ccc2ccccc32)ccc1OCC(=O)Nc1ccccc1C (centres undefined)	-6	4.1	4	0	0.96	-1	2	33	1
CN1CCN(c2nc3c(c(=O)[nH]c(=O)n3C)n2CCCSc2nnnn2-c2ccccc2)CC1	-1	1.5	-7	-4	1.1	0	1	-3	1
O=C(Nc1cccc(S(=O)(=O)N2CCCC2)c1)c1ccc2c(=O)n3c(nc2c1)CCCCC3	0	7.7	-2	13	1	-3	-3	-9	0.87
Cc1ccc(C2=Nc3ccc(Br)cc3C(c3ccncc3)=NN2)cc1	-3	0.6	13	-24	0.87	-6	-8	44*	1.2
O=C(Nc1ccc(C(=O)N2CCCC(CO)C2)cc1)c1ccc(Br)o1 (centres undefined)	-3	-2.2	-6	-12	1.1	-6	0	-8	1.1
CCC(=O)NC1OC(CO)C(O)C(O)C1O (centres undefined)	2	-1.2	-2	-7	1	-9	-5	-1	1.1
CC(C)(CO)N1CCN(C(=S)Nc2ccccc2)CC1	-2	-0.7	-6	-9	1.1	-8	-6	8	1.1
COc1ccccc1C(=O)NC(CCSC)C(=O)NCc1ccccn1 (centres undefined)	5	-1.8	-4	-2	1	-12	-6	0	1
CCC(Oc1ccccc1)C(=O)Nc1ccc(-c2nnc(-c3ccco3)o2)cc1 (centres undefined)	-5	5.4	-8	6	1.1	-4	-6	-4	0.94
COc1ccc(S(=O)(=O)N2CCc3ccccc32)cc1C(=O)Nc1cccnc1	-1	3.0	3	5	0.97	-5	-5	-6	0.95
CSc1ccccc1OCc1cc(C(=O)N2CCC(Oc3cccnc3)CC2)no1	-3	1.5	-4	-2	1	-4	-1	nt	1
Cn1c(N)c(S(=O)(=O)N2CCN(c3ccccc3F)CC2)c(=O)n(C)c1=O	3	-0.7	5	-14	0.95	-7	-1	-2	1.1
Cc1cc(/C=C(\C#N)C(=O)Nc2ccccc2)c(C)n1-c1cccnc1	-3	0.9	11	16	0.89	-8	-1	2	0.84
Cc1cc(C(=O)CCC(=O)NNC(=O)c2ccccc2O)c(C)s1	-6	1.3	22	-42	0.78	-2	-7	0	1.4
N#Cc1nc(COc2ccc(Cl)cc2)oc1N1CCCCCC1	-4	0.8	2	-11	0.98	-5	-2	6	1.1
Cn1c(=O)c2c(nc(N/N=C/c3cccs3)n2Cc2ccccc2)n(C)c1=O	-4	6.4	-1	12	1	-7	-4	11	0.88
